# Coupling enz – coupling enzyme interference in Giardia aldolase counter-screen | coupling enzyme system counterscreen, AmpLite Red fluorescence | 290,000 tested, 0.67% active | AID 2472 | activity change, negative = inhibition, % at 58.2 µM, hits read low; in the data active = activity change below about -30%; note: % is set by controls: 0 for no effect and ±100 for the full control effect
#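 Coupling enzymes only (glyceraldehyde-3-phosphate) + compound, at 57.5 uM final, 10 min RT; add substrate/coupling/AmpLite Red mix, 20 min RT; fluorescence ex 525/em 598 nm. Actives flag coupling-system interference.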
# KCNH2 WT inh – KCNH2 (human, wildtype) channel inhibition; 340,000 tested, 0.37% active; AID 720551; Q12809; activity change, % at 1.84 µM; U2OS, BacMam KCNH2, thallium flux FluxOr; hits give low values;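 active = maximum activity change below -70%; inconclusive = maximum activity change between -70% and -50%; inactive = maximum activity change above -50%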; note: % is set by controls: 0 for no effect and ±100 for the full control effect
#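 U2OS cells were transduced with wild-type KCNH2 virus (2.03 x 10^8 / mL) for 4 h at room temperature, then cultured overnight at 37 C. Thallium flux was read with FluxOr dye. Rate constants were normalized to DMSO controls.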
# Giardia kill – Giardia lamblia killing. Giardia lamblia trophozoite viability. activity change, % at 7.66 µM, hits read low. 340,000 tested, 0.15% active. AID 540267; in the data active = activity change below about -80%; inconclusive = between about -30% and that limit;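 note: parasites exposed to compound for two days anaerobically before the ATP read; % is set by controls: 0 for no effect and ±100 for the full control effect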
#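 Luminescence from cellular ATP indicates surviving trophozoites (100 cells/well) following 48 hrs anaerobic compound treatment at 37 deg C; signal develops 15-30 min at room temperature.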
# PKM2 activator – activators of human pyruvate kinase M2; 260,000 tested, 0.34% active; Potency, µM (top dose mostly 57.5 µM), for the others: at the top dose activation, usual class: activators; purified PKM2, Kinase-Glo ATP luminescence, activation; response scale: 0% is enzyme alone, no compound; P14618; note: potency is the fitted concentration of half-maximal effect; % is set by controls: 0 for no effect and ±100 for the full control effect; nearly all actives have a fitted effect of over 55% in size
#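 hPK-M2, >95% pure; 0.1 mM ADP / 0.5 mM PEP final; imidazole pH7.2 buffer w/ 7 mM MgCl2, 50 mM KCl; 1 h RT; Kinase-Glo lum. Intermediate enzyme activity for dual inhibitor/activator qHTS.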
# MLL CXXC-DNA inh – MLL CXXC-DNA interaction inhibition; Q03164; MLL-CXXC / FITC-HOXA9 DNA fluorescence polarization; Potency, µM (top dose mostly 115 µM), for the others: at the highest dose activity change, negative = inhibition, most hits filed as inhibitors; 290,000 tested, 0.037% active; AID 2662; active = well fitted inhibition curve with a large enough effect in the polarisation, with a control signal flat, not every such curve was filed as active; inconclusive = small, poorly fitted or top-dose-only effect, or effect the other way, or a change in a side signal; inactive = no such curve, though single readings can be large or run the other way; the % refers to the polarisation; note: potency is the fitted concentration of half-maximal effect
#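 Steps: dispense CXXC domain solution (7 uM) → pin compounds or unlabeled HOX-A9 DNA control → 5 min ambient → add FLSN-HOX-A9 solution (50 nM) → spin → 30 min ambient → fluorescence polarization. Tris pH 7.5/NaCl/DTT/BSA buffer.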
# TRPV1 ag – agonists of human vanilloid receptor 1 (TRPV1); Q8NER1; TRPV1-expressing cells, Fluo-8 calcium influx, agonist mode; activation, % at 8.33 µM; 320,000 tested, 0.19% active; AID 540275; in the data active = activation above about 80%; inconclusive = between about 30% and that limit; note: 0% is about no effect
# Target sequence (Q8NER1 whole entry, looked up): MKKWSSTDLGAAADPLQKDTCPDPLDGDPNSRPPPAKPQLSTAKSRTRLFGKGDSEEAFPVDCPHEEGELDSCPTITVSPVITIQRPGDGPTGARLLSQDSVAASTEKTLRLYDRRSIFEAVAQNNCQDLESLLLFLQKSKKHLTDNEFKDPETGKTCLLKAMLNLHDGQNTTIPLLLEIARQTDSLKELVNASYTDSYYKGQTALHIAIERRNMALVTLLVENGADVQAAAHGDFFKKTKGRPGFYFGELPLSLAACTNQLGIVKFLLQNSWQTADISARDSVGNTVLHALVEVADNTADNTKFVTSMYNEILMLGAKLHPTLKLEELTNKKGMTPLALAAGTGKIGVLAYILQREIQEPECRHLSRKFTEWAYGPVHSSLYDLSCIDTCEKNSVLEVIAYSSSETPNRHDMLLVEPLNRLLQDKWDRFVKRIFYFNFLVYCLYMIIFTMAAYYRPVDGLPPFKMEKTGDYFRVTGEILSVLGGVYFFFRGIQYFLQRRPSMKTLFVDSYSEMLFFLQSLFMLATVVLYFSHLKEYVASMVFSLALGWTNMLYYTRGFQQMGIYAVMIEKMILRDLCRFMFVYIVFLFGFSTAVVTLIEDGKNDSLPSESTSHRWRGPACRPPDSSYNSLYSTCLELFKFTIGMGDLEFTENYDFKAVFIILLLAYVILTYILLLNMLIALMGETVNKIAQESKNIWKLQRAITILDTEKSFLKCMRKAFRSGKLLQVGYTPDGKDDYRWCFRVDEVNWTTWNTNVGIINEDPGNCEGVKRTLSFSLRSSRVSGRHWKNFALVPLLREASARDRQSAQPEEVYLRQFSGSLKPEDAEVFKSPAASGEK
#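 Fluo-8 calcium influx in TRPV1-expressing cells, kinetic read (ex 480/em 520 nm). Compound added and read 3 min for agonist activity, followed by capsaicin at EC20 final and 2 min further read for enhancement.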
# USP2a block – USP2a (human) protease inhibition. O75604. USP2 core, Ub-CHOP2 coupled fluorogenic reporter, 485/531. Potency, µM (top dose mostly 38.3 µM), inactives show top-dose activity change, negative = inhibition, usual class: inhibitors. 330,000 tested, 0.01% active. AID 463254;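 note: potency is the fitted concentration of half-maximal effect; plate controls were DMSO wells for no effect and full inhibition by NEM control for full effect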
#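 USP2 core (10nM final) preincubated 30min RT with compound in 20mM Tris-HCl pH 8.0, 2mM CaCl2, 2mM beta-mercaptoethanol, 0.05% CHAPS; 25nM Ub-CHOP2 plus 25nM reporter substrate added, fluorescence (Ex485/Em531) read after 60min.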
# GALK inhibitor – galactokinase (human) inhibition; Potency, µM (top dose mostly 57.5 µM), for the others: at the top dose activity change, negative = inhibition, actives largely listed as inhibitors; Purified GALK, Kinase-Glo residual ATP luminescence; 270,000 tested, 0.007% active; note: potency is the fitted concentration of half-maximal effect; % is set by controls: 0 for no effect and ±100 for the full control effect
#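 Compounds were pin-transferred into ATP buffer (35 uM final), then GALK plus galactose (5 nM, 100 uM final) was added. After 1 h at room temperature, Kinase-Glo Plus was added and luminescence read after 10 min.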
# B2AR arrestin – agonists driving beta-arrestin recruitment to human beta2-adrenergic receptor; Potency, µM (series often up to 46.1 µM), without a hit: at the highest dose activation, actives largely listed as activators; beta-arrestin recruitment to beta2AR, cell-based reporter; P07550; 330,000 tested, 0.02% active; AID 492947;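 note: potency is the fitted concentration of half-maximal effect; 0% = DMSO controls and full agonism = EC100 isoproterenol or metaproterenol; nearly all actives have a fitted effect of over 65% in size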
# KCNH2 3.1 block – blocks the human KCNH2 3.1 channel isoform | U2OS KCNH2 3.1, thallium flux FluxOr; hits give low values | activity change, % (tested at about 1.8 µM) | 340,000 tested, 0.95% active | AID 720553;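 active = maximum activity change below -70%; inconclusive = maximum activity change from -70% to -50%; inactive = maximum activity change above -50%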;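 note: thallium influx rate constant from kinetic fluorescence after stimulation buffer; % is set by controls: 0 for no effect and ±100 for the full control effect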
#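 Virally transduced U2OS (3.1 isoform, 4 h infection in dark at RT) → overnight 37 C → FluxOr + Red40 in HBSS/HEPES, 45 min → stimulation buffer, 2 min kinetic read → rate constant vs DMSO controls.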
# Menin MLL FP TR – inhibitors of human menin-MLL interaction, mutant MLL peptide; O00255; Menin + Texas Red MLL mutant peptide, fluorescence polarization; Potency, µM (highest dose often 61.6 µM), without a hit: top-dose FP activity change, negative = inhibition, usual class: inhibitors; 270,000 tested, 0.23% active; active = well fitted inhibition curve with a large enough effect in the polarisation, with a control signal flat, not every such curve was filed as active; inconclusive = small, poorly fitted or top-dose-only effect, or effect the other way, or a change in a side signal; inactive = no such curve, though single readings can be large or run the other way; the % refers to the polarisation; note: potency is the fitted concentration of half-maximal effect; % of control where 0% means no effect; many of its hits are not listed in these tables
# * marks the source's active call; other numbers are inactive results; ? = inconclusive; . = no result given; [ ] = dose if it differs, or a comment. Unless noted, calls come from the whole dose curve; as a rule, active = well fitted curve in the direction sought with a large enough effect; inconclusive = small, poorly fitted or top-dose-only effect, or another doubt; inactive = no such curve, though single readings can be large; an effect the other way counts as inactive or inconclusive. These rows are one share of the data (hit frequency here may not be typical).
no.	Compound	Coupling enz	KCNH2 WT inh	Giardia kill	PKM2 activator	MLL CXXC-DNA inh	TRPV1 ag
1	CCOC(=O)N1CCC(NC(=O)c2ccc(CS(=O)c3cccc(Cl)c3)o2)CC1 (stereo not given)	.	5	-17	.	1%	-1
2	O=C(Oc1ccc(NC2=NS(=O)(=O)c3ccccc32)cc1)c1cccnc1	1	7	7	.	8%	-5
3	COc1cc(CO)cc(Br)c1OCC(=O)N1CCCCC1	3	-9	-1	-4%	3%	1
4	COc1ccc(CNC(=O)c2cccnc2)cc1	1	-19	-18	-1%	-1%	0
5	O=C(NCc1ccc(Cl)cc1)c1cnn2ccccc12	-1	-13	3	-6%	-11%	0
6	Cn1c(CNC2CCCCC2)nc2ccccc21	1	-5	-12	-6%	?	1
7	CC(C)NC(=O)N(Cc1ccc(Cl)cc1)Cc1cccs1	2	-2	-18	0%	-3%	?
8	O=C(Cc1cccc2ccccc12)Nc1nnc(-c2cccc([N+](=O)[O-])c2)s1	0	-3	1	-6%	17%	4
9	CC(=O)N1CCC(=NNc2ncc(C(F)(F)F)cc2Cl)CC1	0	10	-16	25%	-8%	0
10	COc1ccc(CCNC(=O)Cn2c(=O)n(CC3CCCO3)c(=O)c3ccccc32)cc1OC (stereo not given)	4	-7	-26	.	8%	-1
11	COC(=O)c1ccc(C2/C(=C(/O)c3ccc4c(c3)CC(C)O4)C(=O)C(=O)N2Cc2cccnc2)cc1 (stereo not given)	7	-6	7	-6%	15%	-5
12	Cc1ccc(NC(=O)CNC(C)c2ccccc2)cc1 (stereo not given)	-4	-3	-4	.	3%	4
13	CC1(C)CC(CCC(=O)Nc2ccc(S(N)(=O)=O)cc2)C(=O)O1 (stereo not given)	1	3	-10	1%	0%	0
14	O=C(COc1ccc(Br)cc1Cl)N1CCN(c2ccccn2)CC1	.	36	-3	-6%	5%	0
15	COc1ccc(-c2csc(NC(=O)CN3C(=O)C4CCCCC4C3=O)n2)cc1OC (stereo not given)	.	0	-1	-14%	-5%	0

no.	USP2a block	GALK inhibitor	B2AR arrestin	KCNH2 3.1 block	Menin MLL FP TR
1	1%	0%	0.5%	19	.
2	3%	10%	0.1%	3	8%
3	-1%	6%	-0.2%	0	0%
4	4%	0%	-1.8%	15	-15%
5	-6%	0%	-1.3%	-5	0%
6	4%	1%	-0.1%	4	-9%
7	-2%	-1%	-0.2%	-14	.
8	2%	.	-1.3%	-5	?
9	-1%	-1%	-0.9%	11	-2%
10	-1%	11%	0.0%	-6	-8%
11	0%	6%	0.4%	-1	-3%
12	0%	1%	-0.2%	17	-4%
13	2%	1%	0.4%	1	10%
14	-2%	0%	0.3%	-18	.
15	-2%	-1%	-0.2%	.	.

# Next records
no.	Compound	Coupling enz	KCNH2 WT inh	Giardia kill	PKM2 activator	MLL CXXC-DNA inh	TRPV1 ag
16	COc1ccc(C(=O)NNC2CC(=O)N(Cc3ccccc3)C2=O)cc1OC (stereo not given)	-2	-15	1	22%	0%	-2
17	CCCSc1cc(Cl)nc(N)n1	1	-6	8	3%	-16%	-4
18	CN(C)S(=O)(=O)c1ccc(C(=O)Nc2ccc3ncccc3c2)cc1	-3	8	8	-1%	3%	?
19	COc1nccnc1NS(=O)(=O)c1ccc(NC(=S)NC(=O)c2cccnc2)cc1	3	-31	8	5%	-10%	3
20	CCOC(=O)c1ccc(N2C(=O)C3CCCN3C2=S)cc1 (stereo not given)	.	-15	-4	.	.	-2
21	Cc1ccc(S(=O)(=O)N2CCOCC2)cc1C(=O)NCCc1ccc(Cl)cc1	.	8	-5	.	.	.
22	COc1ccc(COC(=O)C2CCN(C(=O)c3ccc(Cl)cc3)CC2)cc1F	.	3	-6	.	.	9
23	O=C1CSC(=Nc2ccc(O)cc2)N1	3	-2	7	.	5%	-4
24	O=C(COc1ccc(F)cc1)N(Cc1ccc(Cl)cc1)C1CCS(=O)(=O)C1 (stereo not given)	-5	-5	-22	-13%[0.46 µM]	0%	8
25	NC(=O)c1ccc(-n2nnnc2Oc2ccccc2)cc1	2	-11	-2	3%	-5%	1
26	O=C(COc1ccccc1[N+](=O)[O-])N1CCC(Cc2ccccc2)CC1	1	-5	-12	1%	-4%	25
27	O=c1ccc2cc(S(=O)(=O)N3CCOCC3)ccc2o1	1	2	-17	7%	-2%	2
28	CC(C)(C)c1ccc(C(=O)NCCN2CCCC2)cc1	4	.	4	-4%	7%	3
29	CC(=O)Nc1ccc(NC(=O)COc2ccc(Br)cc2C)cc1	-5	-10	1	-17%	9%	26
30	COc1ccc(N(CC(=O)N2CCCCCC2)S(=O)(=O)c2ccccc2)cc1	3	8	13	0%	-2%	19

no.	USP2a block	GALK inhibitor	B2AR arrestin	KCNH2 3.1 block	Menin MLL FP TR
16	6%	0%	-0.8%	-33	20%
17	7%	-3%	-0.3%	3	.
18	1%	2%	-0.5%	-29	17%
19	8%	-3%	-0.7%	21	.
20	0%	.	-0.1%	3	.
21	-2%	.	-0.4%	8	.
22	1%	.	0.1%	4	.
23	5%	-6%	-0.1%	6	20%
24	0%	-1%	-0.4%	-1	6%
25	2%	-2%	-1.5%	6	-5%
26	0%	0%	-0.2%	11	3%
27	2%	-3%	0.0%	-15	-9%
28	3%	6%	0.4%	-1	14%
29	2%	1%	-0.5%	-11	-5%
30	1%	1%	-0.5%	-8	-4%

# Other results follow:
no.	Compound	Coupling enz	KCNH2 WT inh	Giardia kill	PKM2 activator	MLL CXXC-DNA inh	TRPV1 ag
31	CSc1ccc(CN2CCN(C(=O)c3ccncc3)CC2)cc1	-2	10	9	-2%	-24%	1
32	CCCc1nn(C)c2c1C(c1cccnc1)C(C#N)=C(N)O2 (stereo not given)	7	12	-11	-2%	-6%	-4
33	COc1ccc(NS(=O)(=O)c2csc(C(=O)Nc3ccccc3)c2)cc1	1	19	-3	2%	-5%	3
34	Cc1ccccc1NC(=O)N1CCCC(c2nc(-c3ccc(F)cc3)no2)C1 (stereo not given)	-2	3	-5	3%	-5%	1
35	O=C(O)c1ccc(S(=O)(=O)N2CCC(c3nc(-c4ccccc4Cl)no3)CC2)cc1	9	6	9	0%	-2%	1
36	O=C1CN(C(=O)/C=C/c2ccc(Cl)cc2Cl)CCN1	-2	2	0	-3%	-5%	1
37	COc1ccc(C2CCCN2C(=S)Nc2cccc(Cl)c2C)cc1OC (stereo not given)	-3	-9	-2	-1%	-4%	13
38	CCC(=O)Nc1cc2c(cc1C(=O)c1ccccc1)OCCO2	-1	0	-3	-1%	2%	2
39	NC(=S)N/N=C/c1ccc(-c2ccc([N+](=O)[O-])cc2)o1	-13	-7	-16	-4%	13%	-2
40	CCOC(=O)C1=C(CN2CCc3ccccc32)NC(=O)NC1c1cccc([N+](=O)[O-])c1 (stereo not given)	0	11	6	11%	-2%	3

no.	USP2a block	GALK inhibitor	B2AR arrestin	KCNH2 3.1 block	Menin MLL FP TR
31	-1%	-2%	0.1%	9	10%
32	1%	3%	0.2%	7	0%
33	0%	2%	0.4%	-7	?
34	2%	2%	-1.7%	1	-1%
35	3%	17%	-0.4%	28	9%
36	6%	6%	-0.1%	-12	-3%
37	1%	1%	0.4%	-6	-9%
38	0%	.	0.4%	-17	4%
39	2%	11%	?	-2	?
40	4%	2%	-0.8%	3	-1%

# An excerpt from above in order of the TRPV1 ag value, smallest number first:
entry	Compound	PKM2 activator	MLL CXXC-DNA inh	TRPV1 ag	USP2a block	GALK inhibitor	B2AR arrestin	Menin MLL FP TR
2	O=C(Oc1ccc(NC2=NS(=O)(=O)c3ccccc32)cc1)c1cccnc1	.	8%	-5	3%	10%	0.1%	8%
23	O=C1CSC(=Nc2ccc(O)cc2)N1	.	5%	-4	5%	-6%	-0.1%	20%
33	COc1ccc(NS(=O)(=O)c2csc(C(=O)Nc3ccccc3)c2)cc1	2%	-5%	3	0%	2%	0.4%	?

# Source: PubChem BioAssay
